Screening results: PubChem BioAssay, National Center for Advancing Translational Sciences (NCATS)
Tau fibril ThT: inhibitors of human tau fibril formation, thioflavin T binding. P10636. recombinant tau K18 P301L, heparin-induced fibrillization, ThT fluorescence. Potency, µM (series often up to 57.4 µM), without a hit: at the top dose activity, negative = inhibition, hits mostly inhibitors. 270,000 compounds, 2.1% hits. AID 1460; note: % is set by controls: 0 for no effect and ±100 for the full control effect; nearly all actives have a fitted effect of over 55% in size
Target sequence (P10636 561-689 P618L limits assumed): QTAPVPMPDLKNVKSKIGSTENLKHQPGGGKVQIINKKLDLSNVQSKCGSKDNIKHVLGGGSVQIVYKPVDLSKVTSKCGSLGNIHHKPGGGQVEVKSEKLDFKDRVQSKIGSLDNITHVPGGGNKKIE
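Heparin-induced fibrillization of the P301L-mutant K18 repeat-domain fragment of human tau was followed by ThT binding in quantitative high-throughput format.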
KDM4E inh: blocks human JMJD2E demethylase activity | 230,000 compounds, 1.6% hits | JMJD2E catalytic domain, FDH-coupled NADH fluorescence (FDH is formaldehyde dehydrogenase) | Potency, µM (highest dose often 57.1 µM), inactives show top-dose activity change, negative = inhibition, most hits filed as inhibitors; active = well fitted inhibition curve with a large enough effect, not every such curve was filed as active; inconclusive = small, poorly fitted or top-dose-only effect, or another doubt; inactive = no such curve, though single readings can be large or run the other way;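 note: 0% = wells with enzyme and -100% = buffer wells without enzyme; nearly all actives have a fitted effect of over 50% in size; many of its hits are not listed in these tables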
Target sequence (B2RXH2 1-337 limits assumed): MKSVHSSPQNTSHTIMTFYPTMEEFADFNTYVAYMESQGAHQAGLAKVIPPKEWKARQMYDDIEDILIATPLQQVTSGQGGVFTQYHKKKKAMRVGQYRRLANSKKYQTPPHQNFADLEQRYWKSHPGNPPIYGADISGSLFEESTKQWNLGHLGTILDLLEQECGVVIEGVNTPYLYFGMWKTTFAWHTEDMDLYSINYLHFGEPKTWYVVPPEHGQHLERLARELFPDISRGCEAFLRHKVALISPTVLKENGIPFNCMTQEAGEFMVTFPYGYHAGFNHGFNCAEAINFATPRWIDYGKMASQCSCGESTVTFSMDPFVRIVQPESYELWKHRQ
Tau fibril FP: blocks human tau fibril formation measured by polarization. P10636. K18 P301L tau heparin fibrillization, Alexa594 FP, 6 h. 280,000 compounds, 0.39% hits. Potency, µM (top dose mostly 57.7 µM), without a hit: at the highest dose activity, negative = inhibition, hits mostly inhibitors; note: % is set by controls: 0 for no effect and ±100 for the full control effect; nearly all actives have a fitted effect of over 55% in size
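Read-out: fluorescence polarization of Alexa 594-labeled tau (0.24 uM), 555 nm excitation, 632 nm emission. Mixtures held 15 uM unlabeled K18 P301L, compound and 20 uM heparin, pH 7 acetate buffer, incubated 6 hr at 37 C.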
SMN2 splice up: enhancers of SMN2 splice variant expression | AID 1458 | 210,000 compounds, 2.8% hits | Potency, µM (top dose mostly 46.1 µM), inactives show top-dose activity change, positive = activation, usual class: activators | HEK293 SMN2-luciferase splicing reporter, luminescence, 30-36 h; note: % of control where 0% means no effect; nearly all actives have a fitted effect of over 55% in size
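HEK293 cells carry an SMN2 […]–luciferase reporter in which exon 7 inclusion puts luciferase in frame. Cells were plated 10-12 h before compound addition, then incubated 30-36 h at 37C. ONE-Glo luminescence was read; sodium butyrate at 4.5 mM final served as control.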
HttQ103 aggreg: mutant huntingtin aggregation inhibition. AID 1688. 220,000 compounds, 1.1% hits. PC12 HttQ103-GFP aggregates, Acumen cytometry, 40 h. Potency, µM (titrated, usually from 46.1 µM), for the others: top-dose activity change, negative = inhibition, usual class: inhibitors; note: % is set by controls: 0 for no effect and ±100 for the full control effect; nearly all actives have a fitted effect of over 60% in size
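Aggregates are detected as GFP objects 1–25 µm with signal 6 STDEV over background in lysates of induced PC12 cells. These carry Huntingtin exon 1 with 103 glutamines fused to GFP under an ecdysone promoter; compounds titrated.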
ALDH1A1 inh: inhibitors of human aldehyde dehydrogenase 1A1; P00352; Purified ALDH1A1, NADH fluorescence, propionaldehyde substrate; Potency, µM (series often up to 75.3 µM), without a hit: at the highest dose activity, negative = inhibition, most hits filed as inhibitors; 220,000 compounds, 7.3% hits; AID 1030; active = well fitted inhibition curve with a large enough effect, not every such curve was filed as active; inconclusive = small, poorly fitted or top-dose-only effect, or another doubt; inactive = no such curve, though single readings can be large or run the other way;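 note: plate controls were no enzyme wells and a reference inhibitor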
Target sequence (P00352 whole entry, looked up): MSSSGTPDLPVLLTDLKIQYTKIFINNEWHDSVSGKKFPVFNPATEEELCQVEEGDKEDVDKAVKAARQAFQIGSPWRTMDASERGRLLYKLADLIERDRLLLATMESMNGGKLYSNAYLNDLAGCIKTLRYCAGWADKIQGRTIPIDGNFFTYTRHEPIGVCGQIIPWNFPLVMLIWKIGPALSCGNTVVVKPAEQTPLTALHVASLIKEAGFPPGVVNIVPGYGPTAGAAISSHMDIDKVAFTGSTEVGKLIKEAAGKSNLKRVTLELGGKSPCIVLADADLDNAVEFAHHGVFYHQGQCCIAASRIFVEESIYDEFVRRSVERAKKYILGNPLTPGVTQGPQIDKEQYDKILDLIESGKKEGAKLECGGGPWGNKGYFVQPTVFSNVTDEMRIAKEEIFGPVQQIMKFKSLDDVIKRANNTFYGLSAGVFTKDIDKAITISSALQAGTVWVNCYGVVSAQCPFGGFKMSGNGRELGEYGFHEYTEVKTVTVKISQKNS
HTT cytoprotect: Huntington cell model cytoprotection by ATP luminescence; Potency, µM (highest dose often 56.4 µM), for inactives: cytoprotection (ATP increase), hits mostly activators; AID 1471; PC12 HTT-Q103 induced, cytoprotection, ATP luminescence, 40 h; 230,000 compounds, 0.14% hits;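 note: % of control where 0% means no effect; nearly all actives have a fitted effect of over 45% in size; toxic huntingtin expression switched on by the ecdysone agonist tebufenozide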
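Compounds were screened for protection of PC12 cells against cell death after tebufenozide induction (100 nM final) of mutant Huntingtin exon 1 (Q103) fused to GFP.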
Tau fluor counter: counter-screen for tau fibril formation inhibitors. 280,000 compounds, 0.93% hits. tau K18 P301L (four-repeat tau fragment) Alexa594 fluorescence, heparin fibrillization. Potency, µM (doses to about 57.7 µM), without a hit: top-dose activity change, negative = decrease; note: % is set by controls: 0 for no effect and ±100 for the full control effect; nearly all actives have a fitted effect of over 55% in size
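Human K18 P301L tau (15 uM unlabeled plus 0.24 uM Alexa 594-labeled, final) in 100 mM sodium acetate pH 7 was mixed with compound and 20 uM heparin and incubated 6 hr at 37 C.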
Active calls of the source: *; u = inconclusive; x = no result given; & = joins results of further samples; [ ] = remark or other dose. Unless noted, calls come from the whole dose curve; as a rule, active = well fitted curve in the direction sought with a large enough effect; inconclusive = small, poorly fitted or top-dose-only effect, or another doubt; inactive = no such curve, though single readings can be large; an effect the other way counts as inactive or inconclusive. Potency is the fitted concentration of half-maximal effect. A portion of the library; rates above refer to the full screens.

Results follow in this order: Tau fibril ThT | KDM4E inh | Tau fibril FP | SMN2 splice up | HttQ103 aggreg | ALDH1A1 inh | HTT cytoprotect | Tau fluor counter
- CCCOc1ccc(CNC(=O)c2cc3oc4ccccc4c3n2C)cc1
 : -11% | x | -11% | u | x | x | x | -23%
- CCCCNC(=O)C1c2cc(OC)c(OC)cc2C(=O)N(C)C1c1cccs1 (stereo unspecified)
 : -2% | -6% | 3% | -9% | 6% | 7% | -10% | -5%
- COC(C(=O)Nc1ccc(S(=O)(=O)N2CCCCC2)cc1)c1ccccc1 (stereo unspecified)
 : -3% | 2% | -1% | -3% | -7% | -8% | -15% | -14%
- NC(=O)c1nc(-c2ccc(F)c(F)c2)nc2c1[nH]c(=O)n2-c1cccc(Cl)c1
 : 9% | x | u | 5% | x | x | x | -4%
- O=C(CCC(=O)OCC(F)(F)C(F)F)Nc1ccc(Cl)cc1
 : -1% | 1% | -2% | -3% | 0% | 5% | -4% | -1%
- N/C(=N\OC(=O)Cc1ccccc1[N+](=O)[O-])c1ccc(Br)cc1
 : -2% | 0% | 0% | 4% | 5%[9.22 µM] | -20% | -56%[inhibitor] | u
- CN(C)C(CNC(=O)CSc1nnc(-c2ccco2)o1)c1ccccc1 (stereo unspecified)
 : -2% | 8% | 3% | -1% | 9% | 14% | 20% | 0%
- COc1cccc(/C=N/Nc2cc(C)nc(-c3ccccc3O)n2)c1O
 : u | -20% | 2% | x | -7%[9.22 µM] | -3% | -13%[10 µM] | 8.9µM*[quencher]
- COc1ccc(NC(=O)CSc2nc(O)cc(=O)[nH]2)c(OC)c1
 : u | -8% | -8% | x | 13%[9.22 µM] | x | 1%[10 µM] | -2%
- COc1ccccc1C(=O)Nc1ccc(S(=O)(=O)NC2=NCCCCC2)cc1
 : 8% | -8% | -4% | -19% | 22% | u | x | 1%
- COC(=O)c1cc(CNC(=O)c2ccc(O)c(Cl)c2)ccc1OC
 : -15% | 1% | 2% | 9% | 7% | -2% | x | -15%
- N[C@@H](CSS(=O)(=O)O)C(=O)O
 : 13µM* | u | 18µM* | 3%&-2% | x | -1%&8% | 1%&-21%&-9% | -12%&0%&-17%
- CC(NC(=O)COc1ccccc1)C(=O)OCC(=O)c1cc2ccccc2o1 (stereo unspecified)
 : -22% | -2% | -8% | -5% | 13% | u | 1%[10 µM] | -16%
- O=C(Nc1ccc2c(c1)OCCO2)C1CCN(C(=O)c2ccc(Cl)cc2)CC1
 : -7% | -5% | 0% | 16% | 1% | -11% | 12%[10 µM] | -8%
- COc1ccc(-n2c(CN3CCC(C)CC3)nc3ccc([N+](=O)[O-])cc3c2=O)c(OC)c1
 : u | -20% | 1% | 16% | 10% | u | -22% | -15%
- Cc1ccc(CC(=O)OCCNC(=O)c2cccnc2)cc1
 : 5% | -7% | 10% | 3% | 2% | -4% | -2% | 15%
- Cc1[nH]c(=S)c(C#N)c(C)c1C(=O)Nc1ccccc1
 : -18% | u | -10% | 0% | 8% | u | -18% | -15%
- O=C(c1ccccc1Oc1ccc(C(F)(F)F)cc1[N+](=O)[O-])N1CCOCC1
 : 10% | 2% | 0% | -7% | 10% | 7% | -13%[10 µM] | 16%
- Brc1ccc(-c2csc(/N=C/N3CCCC3)n2)cc1
 : u | 1% | 5% | -43%[inhibitor] | -25% | -2% | -60%[inhibitor] | u
- CCC(C(=O)OCn1nnc2ccccc2c1=O)c1ccccc1 (stereo unspecified)
 : 1% | 3% | -10% | -10% | 8% | 5% | -4% | -16%
- CNC(=S)Nc1ccc(C(N)=O)cc1
 : -6% | -26% | 8% | x | 9%[9.22 µM] | u | 9%[10 µM] | -6%
- COC(=O)c1cc(NS(=O)(=O)c2ccc(C(C)C)cc2)ccc1N1CCOCC1
 : x | u | 17% | x | 22%[9.22 µM] | x | 28%[10 µM] | u
- COc1ccccc1NC(=O)CSc1nnc(Cc2cccn2C)n1CCc1ccccc1
 : u | -5% | 7% | -12% | 26% | 1% | 7% | -14%
- COc1ccc(-c2csc3nc[nH]c(=O)c23)cc1
 : -8% | -2% | -1% | -14% | -13% | 13% | -25% | -2%
- NC(=O)CN(N=Nc1cccc([N+](=O)[O-])c1)c1cccc([N+](=O)[O-])c1
 : -12% | 5% | -5% | -29% | -7% | 1.8µM* | -24% | -19%
- COc1ccc(-c2noc(-c3ccc4c(c3)OCO4)n2)cc1
 : u | u | -13% | 8.9µM* | 4% | u | -10% | -14%
- CCOC(=O)Nc1ccc(=O)n(Cc2c(Cl)cccc2Cl)c1
 : -7% | u | -13% | 14% | -2% | u | 33% | -12%
- OC1(C(F)(F)F)CC(O)(C(F)(F)F)n2nc(-c3ccccc3)cc2N1 (stereo unspecified)
 : u | -11% | 7% | -1% | -2% | -7% | 4%[10 µM] | -26%
- CN(C)CCN(C(=O)c1ccc(S(=O)(=O)N(C)C)cc1)c1nc2cc3c(cc2s1)OCCO3
 : -1% | -4% | 0% | 6% | x | -6% | -22% | -1%
- Cc1c(NS(C)(=O)=O)c(=O)n(-c2ccccc2)n1C
 : -7% | 7% | 3% | 17% | -9% | 1% | -11%[10 µM] | 5%
- NCCCCc1cn(CC(=O)N2CCNCC2)nn1
 : 1% | 1% | 4% | x | 6%[9.22 µM] | u | 16%[10 µM] | 3%
- Cc1ccc(-c2nn(-c3ccccc3)c3c2cnc2ccccc23)cc1C
 : -2% | x | -11% | -2% | x | x | x | -10%
- COc1ccccc1NC1=C(Cl)C(=O)OC1OC(=O)c1ccco1 (stereo unspecified)
 : u | 4% | u | -11% | -27% | -15% | u | u
- CC1CCCC(C)N1/N=C/c1ccc(C(=O)O)cc1 (stereo unspecified)
 : -11% | -10% | -13% | x | -13%[9.22 µM] | x | -14%[10 µM] | -15%
- Cc1nn(Cc2ccccc2)c(Cl)c1C(=O)OC1CCOC1=O (stereo unspecified)
 : -6% | 2% | 6% | 16% | 5% | u | 4% | 3%
- Cc1ccccc1-n1c(-c2csc3ccccc23)n[nH]c1=S
 : 0% | -1% | 5% | 0% | 14% | 22µM* | x | 0%
- N#Cc1c(Nc2ccccc2C(F)(F)F)s[nH]c1=O
 : 16µM* | -3% | 28µM* | x | 21%[9.22 µM] | x | -23%[10 µM] | -17%
- FC(F)(F)c1cccc(NC(=S)Nc2ccc(Cl)c(Cl)c2)c1
 : u | -23% | 22µM* | x | -8%[9.22 µM] | 13µM* | -5%[10 µM] | 18µM*[quencher]
- CCc1nnc2c3ccccc3nc(Nc3ccc(F)c(Cl)c3)n12
 : -8% | x | -16% | 6% | x | x | x | -19%
- COC(=O)CCCC1=CC2=C(c3ccccc3)C(=O)C(C)(OC(=O)C3CCCC3)C(=O)C2=CN1Cc1ccc(OC)cc1 (stereo unspecified)
 : u | -4%[11.4 µM] | -2%[11.6 µM] | -2%[9.22 µM] | 39%[9.22 µM] | 2%[13.5 µM] | 4%&2%[10 µM] | -5%[11.6 µM]
- CCc1ccc(C2c3c(-c4cc(C)ccc4O)n[nH]c3C(=O)N2Cc2cccnc2)cc1 (stereo unspecified)
 : 0% | x | -15% | -5% | x | x | x | -22%
- COc1ccccc1/C=C/c1nc(C#N)c(N(C)C)o1
 : -9% | x | -5% | 10µM* | x | x | x | -18%
- CCOC(=O)c1c(C)[nH]c(C(=O)C(C)Sc2ccc(Cl)cc2)c1C (stereo unspecified)
 : u | 7% | -1% | 2% | u | -4% | -58%[inhibitor] | u
- COCCOC(=O)Cn1nnc2sc(-c3ccccc3)cc2c1=O
 : -8% | x | 9% | 9% | x | x | x | -5%
- CCn1c(C)nc2cc(C(=O)OC)ccc21
 : -14% | u | -7% | x | 6%[9.22 µM] | 6% | 15%[10 µM] | -6%
- CCCNS(=O)(=O)c1cccn1-c1ncc(C(F)(F)F)cc1Cl
 : -16% | 2% | -3% | -22% | -16% | -1% | -20% | -12%
- CCN(CC)S(=O)(=O)c1ccc(OC)c(NC(=O)c2cc(C)on2)c1
 : 3% | u | 4% | 2% | 16% | -10% | -20% | 4%
- CCOC(=O)C1=C(C)C(c2ccccc2)NC(=S)N1 (stereo unspecified)
 : -7% | 0% | -6% | 17% | 14% | 2.5µM* | -15% | -2%
- O=C(COc1cc(Cl)c(Cl)cc1Cl)NCCc1ccccn1
 : -14% | 0% | 8% | -59%[inhibitor] | u | u | -37%[inhibitor] | -12%
- Clc1ccc(Cn2ncc3c(NCc4cccnc4)ncnc32)cc1
 : 4% | 3% | 2% | -69%[inhibitor] | u | 5% | 6%[10 µM] | -4%

(cont.)
Results follow in this order: Tau fibril ThT | KDM4E inh | Tau fibril FP | SMN2 splice up | HttQ103 aggreg | ALDH1A1 inh | HTT cytoprotect | Tau fluor counter
- Cc1ccc(NC(=O)NC(=O)N(C(C)C)S(=O)(=O)c2ccc(C)cc2)cc1
 : 12% | -10% | u | 17% | -8% | -8% | x | -23%
- CCN(C(=O)Cn1nc(Cc2ccncc2)c2ccccc2c1=O)c1cccc(C(F)(F)F)c1
 : 3% | x | -1% | 9% | x | x | x | 1%
- Cc1ccc(NC(=S)NC(NC(=O)N(C)C)C(Cl)(Cl)Cl)cc1 (stereo unspecified)
 : 2% | -6% | 6% | 2% | 7% | u | x | 6%
- CN(C)C(=O)c1nc(C#N)c(N(C)C)o1
 : 1% | -4% | 1% | 5% | 18% | -15% | 7%[0.074 µM] | 0%
- COc1ccc(F)cc1S(=O)(=O)n1cc(C)nc1-c1ccccc1
 : -5% | 8% | -4% | 3.5µM* | -25% | 13% | 16% | -3%
- COc1ccc(C2=NOC3(CC(=O)N(c4ccc(C)cc4)C3=O)C2)cc1 (stereo unspecified)
 : -10% | 2% | -2% | -2% | 6% | -3% | -4% | -12%
- CC(=O)n1cc([C@@H]2C=C(C(=O)NCc3ccccc3)O[C@H](OCCCCO)C2)c2ccccc21
 : u | 16µM* | -5% | x | u | -2% | x | -17%
- CCCCn1c(=O)cc(O)c2ccccc21
 : -11% | -26% | 6% | 10% | -16% | u | 11% | 0%
- Cc1ccnc(NC(c2ccccn2)c2c(C)[nH]c3ccccc23)c1 (stereo unspecified)
 : u | u | -11% | 10% | 10% | u | -21% | u
